Assay outcomes: PubChem BioAssay, several laboratories
Efflux pump mplx = antifungal efflux pump inhibition, Nile Red retention | inhibition, % at 10 µM | S. cerevisiae Candida pump triplex | AID 485275 | 330,000 tested, 0.44% active;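 active = plate passing quality check with inhibition over a set limit, or well fluorescence over plate mean plus 4 SD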;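 also: Nile Red retained in pooled yeast measured as flow cytometry median fluorescence; 0% = buffer negative control and 100% = Enniatin B positive control; higher means more Nile Red kept so more efflux inhibition; some compounds called inactive have numbers as strong as hits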
PP5 inh = blocks human protein phosphatase 5 activity; P53041; purified PP5c, OMFP substrate fluorescence; inhibition, % at 6.7 µM; 320,000 tested, 0.18% active; AID 1987;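 active = inhibition above the campaign's mean inhibition across all tested compounds plus 3 SD, cut at about 9.5% in these data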;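 also: 0% = DMSO only and 100% = 100 µM cantharidin control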
Target sequence (P53041 whole entry, looked up): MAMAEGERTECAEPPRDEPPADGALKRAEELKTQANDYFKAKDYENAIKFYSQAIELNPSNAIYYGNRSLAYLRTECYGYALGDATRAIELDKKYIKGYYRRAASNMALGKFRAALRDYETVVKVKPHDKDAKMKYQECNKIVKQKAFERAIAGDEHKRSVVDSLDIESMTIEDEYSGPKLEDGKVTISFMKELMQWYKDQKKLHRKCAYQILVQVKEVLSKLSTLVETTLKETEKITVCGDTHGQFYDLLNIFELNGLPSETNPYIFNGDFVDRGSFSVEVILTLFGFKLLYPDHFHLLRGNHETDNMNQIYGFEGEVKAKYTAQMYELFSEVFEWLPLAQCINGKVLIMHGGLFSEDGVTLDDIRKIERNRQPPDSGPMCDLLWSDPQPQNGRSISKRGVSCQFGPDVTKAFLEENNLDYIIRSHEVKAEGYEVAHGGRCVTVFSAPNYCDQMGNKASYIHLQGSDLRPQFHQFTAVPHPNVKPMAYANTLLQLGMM
HCV core dimer = blocks dimerization of HCV core protein; TR-FRET GST/Flag-core106 dimerization, 1536-well; inhibition, % at 5 µM; 300,000 tested, 0.33% active;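 active = inhibition above the mean of all tested compounds plus 3 SD, set per screening campaign, cut at about 45% in these data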
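Assay system – GST-tagged and Flag-tagged HCV core protein residues 1-106 · Quantity – core106 proteins, GST 13.5 nM and Flag 17 nM · Benchmarks – unlabelled core106 and no-GST-core106 wells · Read-out basis – percent inhibition of core106 dimerization signal · Detection – time-resolved FRET, ex 340 nm, em 617 and 671 nm · Schedule – 4 h at 22.5 °C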
TPT1 inhibitor = blocks Candida albicans tRNA 2'-phosphotransferase. AID 1962. inhibition, % at 5 µM. recombinant caTPT1, FP RNA substrate dephosphorylation. 300,000 tested, 0.81% active;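 active = inhibition above the mean of all tested compounds plus 3 SD, set per screening campaign, cut at about 24% in these data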;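 also: plate controls were DMSO alone for no effect and ferristatin control at 100 nM for full effect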
PP1 counter = PP1-alpha (human) inhibition in PP5 counter-screen. AID 2235. purified PP1alpha, OMFP fluorescence. inhibition, % at 6.7 µM. 320,000 tested, 0.9% active. P62136;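 active = inhibition above the mean inhibition of all tested compounds plus 3 SD, computed separately for each screening campaign, cut at about 15% in these data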
procasp3 activ = procaspase-3 (human) activation. activation, % at 8.5 µM. recombinant procaspase-3 D3A, Ac-DEVD-pNA absorbance 405 nm. 330,000 tested, 0.11% active. AID 463141. P42574;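 active = activation above the mean of all tested compounds plus 3 SD, cut at about 21% in these data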;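 also: 0% = DMSO alone and 100% = DMSO wells spiked with extra 5 µM PC-3 D3A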
Target sequence (P42574 whole entry D9A/D28A/D175A): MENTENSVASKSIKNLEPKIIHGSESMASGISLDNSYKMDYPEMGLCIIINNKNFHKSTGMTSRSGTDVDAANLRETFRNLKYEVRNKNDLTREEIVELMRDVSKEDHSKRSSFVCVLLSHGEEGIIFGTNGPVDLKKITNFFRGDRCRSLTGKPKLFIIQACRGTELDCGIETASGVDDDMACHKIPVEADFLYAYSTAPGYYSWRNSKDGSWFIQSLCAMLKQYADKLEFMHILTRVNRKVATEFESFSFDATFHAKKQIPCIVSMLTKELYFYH
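material = Procaspase-3 D3A mutant | probe or stimulus = Ac-DEVD-pNA | compound = single dose, 8.5 µM nominal compound, 0.8% DMSO | timing = 1 h preincubation, 2 h reaction | measured by = 405 nm absorbance of p-nitroaniline, reads at 0 and 120 min | benchmarks = DMSO-only low control, 5 µM PC-3 D3A high control | repeats = singlicate, each compound tested once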
proCasp7 act = activates human procaspase-7, counter-screen for procaspase-3 activators | recombinant procaspase-7, Ac-DEVD-pNA absorbance 405 nm; D23A/D198A/D206A triple mutant, cannot self-cleave; scale: DMSO 0, 5 µM enzyme 100 | 330,000 tested, 0.093% active | activation, % at 8.5 µM | P55210;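 active = percent activation above the screen-wide mean plus 3 SD, cut at about 25% in these data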
Target sequence (P55210 whole entry D23A/D198A/D206A): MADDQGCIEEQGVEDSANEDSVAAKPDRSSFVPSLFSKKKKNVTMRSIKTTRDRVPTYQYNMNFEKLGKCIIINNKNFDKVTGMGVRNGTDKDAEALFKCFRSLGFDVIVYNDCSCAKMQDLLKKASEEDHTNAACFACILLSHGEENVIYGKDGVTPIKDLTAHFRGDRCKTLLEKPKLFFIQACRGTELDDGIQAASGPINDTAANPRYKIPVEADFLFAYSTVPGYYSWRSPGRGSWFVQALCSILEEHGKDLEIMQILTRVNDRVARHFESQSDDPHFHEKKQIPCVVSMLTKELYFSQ
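Detection: p-Nitroaniline absorbance at 405 nm, read at 0 and 120 min; system: Uncleavable procaspase-7 mutant enzyme; evaluation: % activation from two-timepoint absorbance difference, scaled to controls; times: 1 h enzyme–compound preincubation and 2 h substrate reaction, both 25 °C; buffer or medium: Zinc-free HEPES pH 7.4 with 300 mM NaCl, 0.01% Triton X-100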
Fh CTSL1 inh = blocks F. hepatica cathepsin L1 in PFM18AAP counter-screen; recombinant F. hepatica cathepsin L1, Z-Leu-Arg-MCA fluorescence; inhibition, % at 5.96 µM; 300,000 tested, 0.49% active;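 active = inhibition above the mean of all tested compounds plus 3 SD, set per screening campaign, cut at about 17% in these data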;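 also: 0% = plate median of test compound wells and 100% = 1 µM Z-Phe-Ala-diazomethylketone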
GASC-1 inh = human JMJD2C demethylase inhibition; Q9H3R0; GST-JMJD2C(1-420) H3K9me3 demethylation, DELFIA europium; inhibition, % at 2.35 µM; 330,000 tested, 0.069% active; AID 2099;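 active = more than half of a compound's replicate wells show inhibition beyond 50%, single wells judged on their own value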;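 also: signal counts dimethyl H3K9 product captured on neutravidin plate; 0% = median of DMSO wells and 100% = 0.3 times that DMSO median; strong numbers were not always called active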
Active calls of the source: *; / = not tested or not shown.

SMILES | Efflux pump mplx | PP5 inh | HCV core dimer | TPT1 inhibitor | PP1 counter | procasp3 activ | proCasp7 act | Fh CTSL1 inh | GASC-1 inh
CC(Oc1ccc(F)cc1)C(=O)N1CCN(c2ncccn2)CC1 (stereo unspecified) | 0.1 | 0.9 | 2 | -4 | -4 | 7 | 6 | 0 | -38
O=C(NNC(=O)c1cccc2ccccc12)c1ccc2c(c1)OCO2 | 0.0 | 1.3 | -3 | -1 | -6 | 2 | -6 | 0 | -24
COc1ccc(CNC(=O)C(c2ccc(C)o2)N(C(=O)c2snc(C(N)=O)c2N)c2ccccc2OC)cc1 (stereo unspecified) | 0.0 | -1.2 | 16 | -1 | 3 | -105 | 26* | 3 | 0
Cc1cccc(NC(=O)c2cc3n(n2)C(C(F)(F)F)CC(C2CC2)N3)c1C (stereo unspecified) | -0.1 | 2.3 | 7 | 1 | -1 | 3 | 0 | -2 | -1
CCCCc1ccc(/C=C2/C(=O)ON=C2c2ccccc2)s1 | 0.1 | -2.3 | 3 | 2 | -2 | 5 | 10 | 2 | -6
CCOC(=O)C1=C(C)N(c2ccc(Cl)cc2)C(=O)NC1c1cccc([N+](=O)[O-])c1 (stereo unspecified) | 0.0 | -0.5 | 2 | -1 | 5 | 4 | -1 | 5 | 3
O=C(c1cccc(S(=O)(=O)Nc2ccc(F)cc2)c1)N1CCOCC1 | 0.0 | 1.2 | / | / | -3 | -12 | -6 | / | /
CCOc1ccccc1NC(=O)Nc1ccccn1 | -0.1 | -2.0 | 3 | -3 | -2 | -2 | 9 | 7 | 11
O=C(O)CCC(=O)Nc1ccc(-c2nc3ccc(C(=O)c4ccccc4)cc3[nH]2)cc1 | 0.1 | 2.8 | 1 | 2 | 6 | 2 | -2 | 12 | 2
COc1ccccc1C(=O)Nc1cc(C)c(OCC(=O)N2CCOCC2)c(C)c1 | -0.1 | 0.6 | -9 | 3 | -3 | 4 | 8 | 0 | 1
Cc1ccc(NNC(=O)c2ccc(Cl)cc2)nn1 | 0.0 | -1.9 | 1 | -2 | -4 | -5 | -6 | -1 | -4
NCC12CC3CC(C1)CC(c1ccc(Cl)cc1)(C3)C2 | 0.0 | -3.3 | -4 | 3 | 2 | 3 | 3 | 0 | -13
Cc1ccc(S(=O)(=O)NCCC(=O)NC2CCCCC2C)cc1 (stereo unspecified) | 0.0 | -2.0 | / | / | -5 | 8 | -2 | / | -1
CCc1cc2cccc(C)c2nc1SCC(=O)Nc1nonc1C | 0.3 | -0.6 | 5 | -2 | -3 | -1 | -1 | 0 | 14
Cc1ccccc1C(=O)c1cccn1CC(=O)NCc1ccccc1 | -0.1 | -0.6 | -1 | 1 | -2 | 5 | 9 | -2 | 0
CS(=O)(=O)c1cccc(NC(=O)c2ccc(Cl)c(Cl)c2)c1 | 0.1 | 3.3 | -8 | 6 | 1 | 2 | 0 | -3 | -1
COc1cccc(/C=C2\SC(=S)N(CCC(=O)N3CCCCC3)C2=O)c1 | -0.1 | 1.3 | -5 | -1 | 1 | 1 | -18 | -3 | 4
C#CCNc1ccc([N+](=O)[O-])cc1 | -0.1 | 3.2 | -3 | 0 | -4 | -3 | -3 | 2 | 3
CC(NC(=O)COC(=O)c1cc(S(=O)(=O)N2CCOCC2)ccc1F)c1ccccc1 (stereo unspecified) | 0.3 | / | / | / | / | 8 | -1 | / | 2
O=C(COc1ccc2ccccc2c1)NC1CC1 | -0.1 | 2.5 | -10 | 3 | 4 | -1 | -2 | 2 | 6
CC(=O)c1ccc(N2CCC(C)CC2)c(F)c1 | 0.0 | -1.4 | 3 | 0 | -4 | 2 | 3 | 1 | 9
c1ccc(-c2ccccc2OCCOCCN2CCOCC2)cc1 | -0.1 | 4.5 | 0 | -4 | 4 | 3 | -3 | 3 | 0
Cc1nc2ccc(NC(=O)c3cccc(S(=O)(=O)N4CCOCC4)c3)cc2s1 | 0.0 | / | / | / | / | 9 | 4 | / | 7
C=C(C)Cc1c(C)c(C#N)c2[nH]c3ccccc3n2c1=O | 0.2 | 2.7 | -14 | 0 | 4 | 4 | -8 | 4 | -13
CCOC(=O)c1c(NC(=O)Nc2ccccc2)sc(C)c1C | 0.0 | 4.0 | 6 | 2 | 4 | 1 | -16 | 7 | -28

(further entries)
SMILES | Efflux pump mplx | PP5 inh | HCV core dimer | TPT1 inhibitor | PP1 counter | procasp3 activ | proCasp7 act | Fh CTSL1 inh | GASC-1 inh
C/C(=N\Nc1cc(Cl)nc(C)n1)c1ccc(C)cc1 | 0.2 | 2.6 | 3 | 2 | 0 | -8 | -5 | 1 | 4
COc1ccc(OC)c(S(=O)(=O)NCc2nc3nc(C)cc(C)n3n2)c1 | -0.1 | -0.8 | 3 | -1 | 1 | 8 | 5 | -1 | -1
CCN(CC)c1ccc(CNc2nnnn2C)cc1 | -0.2 | -0.1 | 3 | 0 | 1 | -1 | 4 | 8 | 0
COc1ccccc1CNC(=O)C(=O)c1cn(CC(=O)N2CCCC2)c2ccccc12 | 0.2 | 2.5 | 1 | -4 | -7 | 2 | -5 | 4 | -2
COC(=O)c1ccc(NC(=O)CSc2nnc(CNc3ccc(OC)cc3)n2C)cc1 | 0.0 | 0.2 | 2 | -1 | 4 | 5 | 6 | -2 | 23
O=C(Nc1ccc(F)cc1)Nc1ccccc1N1CCCCC1 | 0.0 | 2.4 | 4 | -2 | 0 | -3 | 0 | 3 | -3
COc1cccc(CC(=O)Nc2ccc3nc(C)sc3c2)c1 | 0.2 | 3.4 | 6 | -1 | -7 | -4 | -11 | -5 | 9
CCn1c(=O)cc(OCC(=O)Nc2ccc3c(c2)OCCO3)c2ccccc21 | 0.0 | 1.0 | 0 | 2 | -3 | 5 | 3 | -12 | 1
CC(C)CC(NS(=O)(=O)c1cc(C(=O)O)ccc1Cl)C(=O)O (stereo unspecified) | -0.1 | -1.3 | 2 | -4 | 2 | -3 | 2 | 0 | -15
Cc1nc2ccccc2c(=O)n1NC(=O)Nc1ccccc1 | 0.0 | 2.6 | 3 | -3 | -6 | 7 | 4 | 2 | 9
CC(C)Cn1c(SCC(=O)NC(=O)NC2CCCC2)nc2ccccc21 | 0.0 | 2.2 | -1 | 5 | 1 | 8 | -1 | 2 | -3
CCOc1ccc(NC(=O)C/C(N)=N/O)cc1 | -0.1 | 0.7 | 0 | -2 | -2 | 7 | 4 | 3 | 1
CC(O)(CS(=O)(=O)Cc1ccccc1)c1ccccc1 (stereo unspecified) | -0.2 | 1.6 | -10 | 0 | 2 | 2 | 3 | -8 | -4
COc1ccc(C)cc1NC(=O)C1CCCN1S(=O)(=O)c1ccccc1F (stereo unspecified) | 0.0 | 1.0 | / | / | -3 | 5 | 5 | / | 1
CC(C)NC(=S)Nc1ccc(Oc2ccccc2)cc1 | 0.0 | 5.7 | -2 | -8 | 2 | 0 | 6 | 2 | 1
O=C(c1ccccc1)c1ccncc1 | 0.1 | 2.3 | -5 | -5 | 2 | -9 | -7 | -2 | 7
CN(C)C(=O)c1ccc(NC(=O)c2cccc(S(=O)(=O)N3CCCCCC3)c2)cc1 | 0.0 | 2.3 | / | / | -7 | 4 | -2 | / | 7
O=C(/C=C/c1ccccc1)c1cc(Br)ccc(=O)c1O | 0.2 | 2.5 | 8 | 17 | 17* | -14 | -30 | 0 | -3
CC(C)Cc1cc(C(=O)O)n[nH]1 | 0.3 | 0.3 | 1 | -2 | -7 | -5 | -13 | -6 | 9
Cc1ccc(-c2cc(C(=O)NCc3ccccn3)no2)cc1 | 0.1 | 0.1 | 0 | 0 | 2 | 12 | 2 | -4 | 3
CCc1ccc(CN2CCCC(CCC(=O)N3CCN(c4ccccn4)CC3)C2)o1 (stereo unspecified) | 0.0 | -2.4 | 0 | -2 | -1 | 6 | -3 | 7 | 23
COc1ccc(C(=O)NCS(=O)(=O)c2ccc(C)cc2)cc1 | 0.0 | -0.3 | -1 | 1 | 0 | -9 | 6 | 3 | -2
CCCCCOc1ccc(NS(C)(=O)=O)cc1 | 0.1 | 2.0 | -3 | -1 | 1 | 0 | 5 | -1 | 4
CCOC(=O)c1ccc(NC(=O)c2sc3nc4n(c(=O)c3c2C)CCC4)cc1 | 0.0 | 3.1 | 2 | 3 | 0 | 1 | -8 | 2 | -7
Cc1c(N=C/C=C2\N(C)c3ccccc3C2(C)C)c(=O)n(-c2ccccc2)n1C | 0.0 | 0.8 | -3 | 1 | -4 | 2 | -5 | 4 | 7

The list continues:
SMILES | Efflux pump mplx | PP5 inh | HCV core dimer | TPT1 inhibitor | PP1 counter | procasp3 activ | proCasp7 act | Fh CTSL1 inh | GASC-1 inh
O=C(CN1CCN(Cc2ccc(Cl)cc2)CC1)N1CCc2ccccc21 | -0.3 | 0.6 | 7 | 1 | 4 | -2 | 2 | 9 | -18
CC(Oc1ccc(Cl)cc1Cl)C(=O)NNC(=O)c1ccncc1 (stereo unspecified) | 0.1 | -2.3 | 1 | 2 | -9 | -4 | -3 | -1 | -18
COc1ccc(-c2nc3ccccc3n2Cc2ccc(C)cc2)cc1 | 0.1 | 5.6 | 18 | -2 | 4 | 8 | 6 | -3 | -2
O=C(CCNC(=O)c1ccc(Cl)cc1)Nc1ccccc1N1CCCCC1 | -0.1 | 1.2 | -2 | 0 | 2 | 6 | 5 | -2 | 8
CCOC(=O)c1c(NC(=O)OC)sc(C(=O)N(CC)CC)c1C | -0.1 | -3.6 | 0 | 5 | 3 | 1 | -10 | 1 | -1
O=c1[nH]cnc2c([N+](=O)[O-])cccc12 | 0.0 | -0.3 | -1 | -5 | -2 | 1 | 11 | -4 | 6
CCN1CCN(c2ccc(S(=O)(=O)N3CCOCC3)cc2NC(=O)c2cccc([N+](=O)[O-])c2)CC1 | -0.1 | / | / | / | / | 6 | 8 | / | 1
COc1ccc2nc(/N=C(\N)NC(=O)N3c4ccccc4Sc4ccccc43)nc(C)c2c1 | -0.2 | 2.0 | -12 | 0 | 0 | 0 | -5 | -4 | 1
CC(C)C(C)NC(=O)CN1C(=O)NC2(CCc3ccccc32)C1=O (stereo unspecified) | 0.1 | 1.3 | 3 | -1 | -4 | 8 | 8 | -2 | 6

Molecules above with a COOH group:
SMILES | Efflux pump mplx | PP5 inh | HCV core dimer | TPT1 inhibitor | PP1 counter | procasp3 activ | proCasp7 act | Fh CTSL1 inh | GASC-1 inh
O=C(O)CCC(=O)Nc1ccc(-c2nc3ccc(C(=O)c4ccccc4)cc3[nH]2)cc1 | 0.1 | 2.8 | 1 | 2 | 6 | 2 | -2 | 12 | 2
CC(C)CC(NS(=O)(=O)c1cc(C(=O)O)ccc1Cl)C(=O)O (stereo unspecified) | -0.1 | -1.3 | 2 | -4 | 2 | -3 | 2 | 0 | -15
CC(C)Cc1cc(C(=O)O)n[nH]1 | 0.3 | 0.3 | 1 | -2 | -7 | -5 | -13 | -6 | 9

Outcome played no part in choosing rows; overall some 2.9% were active at least once.
